# Screening data from PubChem.
# Pf growth 48h: Primary qHTS for delayed death inhibitors of the malarial parasite plastid, 48 hour incubation; P. falciparum luciferase growth in erythrocytes, 48 h; Potency, µM (series often up to 28.7 µM), without a hit: top-dose activity change, negative = inhibition, usual class: inhibitors; actives 5.9% (n = 310,000); note: potency is the fitted concentration of half-maximal effect; % is set by controls: 0 for no effect and ±100 for the full control effect
#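 Here the parasites carry a stable luciferase gene and grow inside erythrocytes in Albumax-based RPMI medium with compound for one erythrocytic cycle. Activity is scored as loss of luminescent signal.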
# Pf growth 96h: Primary qHTS for delayed death inhibitors of the malarial parasite plastid, 96 hour incubation | P. falciparum luciferase reporter growth, 96 h | Potency, µM (doses to about 28.7 µM), for inactives: at the top dose activity change, negative = inhibition, most hits filed as inhibitors | actives 6.9% (n = 320,000) | AID 504834, 2011; note: potency is the fitted concentration of half-maximal effect; % is set by controls: 0 for no effect and ±100 for the full control effect
#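 Delayed-death screen, second-generation endpoint: infected erythrocytes, 2% hematocrit, 0.05% parasitemia final; 96 hours at 37 C, 5% CO2; luciferase detection reagent; luminescence decrease equals reduced growth.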
# Shiga inhibitor: A qHTS for Small Molecule Inhibitors of Shiga Toxin; Vero cells, Shiga toxin protein synthesis inhibition reporter; inhibition, % at 38.7 µM; actives 9.2% (n = 290,000); AID 2315, 2010; in the data active = inhibition mostly above about 28%, no sharp cut-off; inactive = mostly below about 43%; note: 0% is about no effect
# Cycloheximide cs: Cycloheximide Counterscreen for Small Molecule Inhibitors of Shiga Toxin | max response, % | actives 12% (n = 300,000) | cell reporter, cycloheximide protein synthesis inhibition counterscreen; in the data active = max response mostly above about 13%, no sharp cut-off; inactive = mostly below about 14%; note: read at 38.3 µM for the half of the compounds with a filed dose; 0% is about no effect
# FBPA Giardia inh: qHTS Assay for Inhibitors of Fructose-1,6-bisphosphate Aldolase from Giardia Lamblia. purified Giardia FBPA. A8B2U2. Potency, µM (highest dose often 59.6 µM), without a hit: top-dose activity, negative = inhibition, actives largely listed as inhibitors. actives 0.71% (n = 290,000); note: potency is the fitted concentration of half-maximal effect; % is set by controls: 0 for no effect and ±100 for the full control effect; nearly all actives have a fitted effect of over 55% in size
# Target sequence (A8B2U2 whole entry, looked up): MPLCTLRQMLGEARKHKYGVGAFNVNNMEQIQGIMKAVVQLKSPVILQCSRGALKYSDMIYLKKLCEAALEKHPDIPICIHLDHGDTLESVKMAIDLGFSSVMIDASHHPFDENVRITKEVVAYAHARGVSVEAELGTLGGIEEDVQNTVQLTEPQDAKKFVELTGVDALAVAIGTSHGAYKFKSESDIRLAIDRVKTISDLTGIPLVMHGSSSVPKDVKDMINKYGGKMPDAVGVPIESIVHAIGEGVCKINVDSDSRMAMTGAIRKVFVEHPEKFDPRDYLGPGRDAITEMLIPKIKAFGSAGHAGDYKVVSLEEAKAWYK
#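 Giardia FBPA (40 nM reagent) was preincubated 10 min at RT with compound (up to 57.5 uM final), then substrate plus GAPDH/TPI/NAD/arsenate coupling system with diaphorase/resazurin was added; resorufin fluorescence (525/598 nm) was read after 20 min.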
# HCV inhibitor: qHTS Assay for Inhibitors of Hepatitis C Virus (HCV). actives 3.4% (n = 340,000). AID 651820, 2012. Potency, µM (series often up to 41.8 µM), for the others: top-dose activity change, negative = inhibition, usual class: inhibitors. Huh7.5.1 HCVcc-Cre infection, luciferase reporter, 44 h; note: potency is the fitted concentration of half-maximal effect; % is set by controls: 0 for no effect and ±100 for the full control effect
#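 Infectious HCVcc-Cre (~0.5 moi) was added to cells just after compound, with cells seeded 4 h earlier at 1,000 per well. Luciferase activity after 44 h culture reported infection; substrate was incubated 15 min at room temperature before reading.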
# Numbers without * were called inactive; ? = inconclusive; nt = not tested or not shown; & = joins results of further samples; [ ] = another dose, or the depositor's remark. Unless noted, calls come from the whole dose curve; as a rule, active = well fitted curve in the direction sought with a large enough effect; inconclusive = small, poorly fitted or top-dose-only effect, or another doubt; inactive = no such curve, though single readings can be large; an effect the other way counts as inactive or inconclusive.
no. | smiles | Pf growth 48h | Pf growth 96h | Shiga inhibitor | Cycloheximide cs | FBPA Giardia inh | HCV inhibitor
1 | CCN(CC)C(=O)c1ccc2c3c(cccc13)C(=O)N(CCc1ccc(OC)c(OC)c1)C2=O | ? | ? | -13 | -4 | -7% | ?
2 | S=C1NC(c2cccs2)=CC(c2ccc(Br)cc2)N1 (stereo unspecified) | -22% | 114%[activator] | 35 | -3 | 5% | ?
3 | O=c1c2c3c(sc2n(CCN2CCCC2)c(=O)n1Cc1ccccc1)CCCCC3 | ? | ? | -4 | -4 | 1% | ?
4 | COc1cccc(C(=O)N2CCN(C(=O)c3cccc(F)c3)CC2)c1 | 11% | -29% | -3 | 13 | 8% | 5%
5 | CCOC(=O)CC(N)c1ccc(OC)cc1 (stereo unspecified) | 10% | 111%[activator] | -20 | -3 | -11% | -2%
6 | CC1CN(C2CCN(S(=O)(=O)c3ccc4ccccc4c3)CC2)CC(C)O1 (stereo unspecified) | ? | nt | -11 | 3 | -28% | 2%
7 | CC1CCN(c2nc3c(=O)[nH]c(N)nc3n2[C@@H]2O[C@H](CO)[C@@H](O)[C@H]2O)CC1 | 20% | 11% | 4 | -2 | 6% | 22%
8 | O=C(CN1CCCC1)N1CCCc2ccccc21 | -9% | 19µM* | 2 | 1 | ? | -1%
9 | O=C(COC(=O)/C=C/c1cccc(Br)c1)NC1CC1 | -10% | -12% | nt | nt | nt | 21%
10 | O=C(COc1ccccc1C(=O)O)Nc1nc2ccc([N+](=O)[O-])cc2s1 | 33%[activator] | 21% | 14 | 9 | 2% | -1%
11 | COCN(C#N)c1nc(N(C)C)nc(N(C)C)n1 | 9% | 38%[activator] | -4 | -2 | 4% | ?
12 | CC(=O)NC12CC3CC(C1)CC(C(=O)Nc1c(C)n(C)n(-c4ccccc4)c1=O)(C3)C2 | 125%[activator] | 7% | -5 | -2 | nt | nt
13 | CCOc1ccc(-c2nnc(SCC(=O)NC(C)(C)C)nc2-c2ccc(OCC)c(OC)c2)cc1OC | 2.3µM* | ? | -4 | -3 | -4% | ?
14 | O=c1cc(-c2ccc(Br)cc2)[nH][nH]1 | -14% | 20% | 20 | -2 | 0% | 11%
15 | COc1cc(NC(=O)CCc2nnc3ccc(N4CCCC4)nn23)cc(OC)c1OC | ? | ? | -11 | -4 | 4% | 24%
16 | C[C@H](NC(=O)[C@@H]1CCC(=O)N1Cc1ccco1)c1ccccc1 | 16% | 10% | 2 | -1 | 5% | 7%
17 | COCCCn1c(N)c(C(=O)OC(C)COC)c2nc3ccccc3nc21 (stereo unspecified) | -9% | ? | -5 | -1 | -8% | -3%
18 | CC(C)CNc1nc(NC(C)(C)C)nc(Oc2ccc(=O)[nH]n2)n1 | -18%[5.75 µM] | 27% | 24 | -2 | 4% | -5%
19 | CCOc1cc(CNCC2CCCO2)cc(Br)c1OCC(N)=O (stereo unspecified) | 53%[activator] | 45%[activator] | 15 | 9 | 0% | -11%
20 | CCOc1ccc(N2C(=O)C3Sc4[nH]c(=O)sc4C(/C=C/c4ccccc4)C3C2=O)cc1 (stereo unspecified) | 7% | -10% | 5 | -3 | -10% | 12%
21 | Cc1nc2ccc(S(=O)(=O)N(C)CC(=O)NCCc3ccccc3)cc2s1 | ? | ? | 3 | 7 | -3% | ?
22 | O/N=C\c1ccc2noc(-c3ccc(Cl)cc3)c2c1 | 24% | 114%[activator] | 2 | 17 | 6% | 6%
23 | Cc1nc2ccc(NC(=O)c3nn(C(C)C)c(=O)c4ccccc34)cc2s1 | -14% | ? | -17 | -6 | 0% | 6%
24 | CCCC(c1nnnn1Cc1cccs1)N1CCN(c2ccc(OC)cc2)CC1 (stereo unspecified) | -53% | 6% | 10 | 14 | 2% | -14%
25 | COc1ccc(CC(=O)NNS(=O)(=O)c2ccccc2)cc1OC | 14% | ? | -15 | -2 | -4% | -2%
26 | COc1ccc(CN(CC2CCC(C(=O)O)CC2)C(=S)Nc2cc(C)cc(C)c2)cc1 (stereo unspecified) | ? | -15% | -11 | 2 | -3% | 4%
27 | O=C(CSc1nc2ccsc2c(=O)n1-c1ccccc1)N1CCCC1 | ? | 19% | -3 | -1 | -1% | ?
28 | N#Cc1ccc(NC(=O)COC(=O)C2Cc3ccccc3CN2C(=O)c2ccccc2)cc1 (stereo unspecified) | -5% | -8% | -13 | -1 | -6% | 10µM*
29 | Cc1ccc(CN2CCN(Cc3nc(C(C)C)cs3)CC2CCO)cc1 (stereo unspecified) | ? | 233%[activator] | -8 | 13 | 0% | ?
30 | O=Cc1ccc(OC(=O)c2cccnc2)cc1 | ? | -97% | -8 | 5 | -6% | 20%
31 | CCCOC(=O)c1ccc(OCC(O)CN2C(=O)NC(C)(C)C2=O)cc1 (stereo unspecified) | -9% | -4% | -5 | -2 | 4% | 3%
32 | CCOc1ccc(C(=O)NCc2ccco2)cc1OC | -11% | 14% | 14 | 9 | -15% | 2%
33 | CC(C)C(=O)N1CCN(CCN=CC2=C(O)CC(c3ccco3)CC2=O)CC1 (stereo unspecified) | 10% | ? | -14 | 6 | -24% | 0%&12%
34 | CC(C)Cc1ccc(S(=O)(=O)Nc2ccccn2)cc1 | ? | 4% | -2 | 3 | 15% | 10%
35 | O=C(NCCc1ccccc1)C1CCN(Cc2ccccc2F)CC1 | 10% | 35%[activator] | -6 | 0 | -4% | 11%
36 | Cc1cccc(NC(=O)CSc2nnc(-c3ccccc3Br)o2)c1C | 4% | -16% | -20 | -1 | -6% | 21%
37 | Cc1cc(S(=O)(=O)N2CCCC(N(C)CCc3ccccn3)C2)c(C)cc1Cl (stereo unspecified) | ? | ? | -12 | -3 | nt | ?
38 | Cc1nnc(SCC(=O)N(CC(C)C)c2c(N)n(CC(C)C)c(=O)[nH]c2=O)n1-c1ccccc1 | -13% | ? | 10 | 0 | -6% | 22%
39 | COC(=O)c1sccc1N/N=C/c1ccc(OC)c(OC)c1OC | 65%[activator] | -16% | 39* | 47* | -1% | ?
40 | COc1ccc2c(c1)cc1n2CCN2CCCN=C12 | 12% | -19% | -37 | 3 | -15% | -12%
41 | Cc1ccc(NC(=O)COC(=O)c2nn(C)cc2Cl)cc1 | 28% | 17% | 32 | 15 | nt | -3%
42 | Cc1cccc(OCc2nc(C#N)c(N3CC(C)CC(C)C3)o2)c1 (stereo unspecified) | nt | 13µM* | -3 | -5 | -1% | ?
43 | O=S(=O)(c1ccc2c(c1)OCCO2)N1CCC(c2nc3ccccc3s2)CC1 | 4% | -2% | -8 | -2 | 10% | ?
44 | CCOc1nc(Nc2ccc(OC)cc2)nc(N2CCOCC2)n1 | 8% | 44%[activator] | -8 | 15 | 3% | 2%
45 | CN(C)S(=O)(=O)NC(c1ccccc1)c1ccccc1 | -2% | 1% | 17 | -2 | 2% | -5%
46 | COCCCNC(=O)C(C)N1c2cccc3cccc(c23)S1(=O)=O (stereo unspecified) | 35%[activator] | -15% | -1 | -1 | -9% | -3%
47 | COc1ccc(OCC(=O)NNC(=O)Cn2c(=O)cnc3ccccc32)cc1 | 1% | 13% | nt | nt | nt | 1%
48 | O=Cc1ccc2oc3nc4n(c(=O)c3c(=O)c2c1)CCCS4 | nt | -22% | -7 | -2 | ? | -3%
49 | O=C(O)CC1SC(=Nc2cccc(O)c2)NC1=O (stereo unspecified) | 10% | nt | -21 | 2 | -6% | 2%
50 | N#Cc1cccc(-n2nnnc2-c2ccccn2)c1 | 50%[activator] | -2% | -10 | 8 | 1% | 9%
51 | Cc1c(Br)c([N+](=O)[O-])nn1C(C)C(=O)NCc1cccnc1 (stereo unspecified) | nt | 4% | -13 | -2 | 0% | 12%
52 | CCc1ccc(C(C)NC(=O)c2cc(C)oc2C)cc1 (stereo unspecified) | -13% | nt | -11 | -2 | -2% | -10%
53 | COc1cc(NC(=O)Cn2cnc(S(=O)(=O)N3CCCC3)c2)cc(OC)c1OC | 6% | ? | -9 | -11 | nt | 11%
54 | Cc1c(C)n(CCCN(C)C)c2ncnc(NC3CCCCC3)c12 | -2% | -22% | 4 | -2 | 4% | -24%
55 | CCC(C)NC(=O)Cc1c(OC)ccc2cc(Br)ccc12 (stereo unspecified) | 6% | nt | -2 | -3 | 3% | -1%
56 | COCCCN1CN(Cc2ccccc2)CNC1=S | 15% | nt | -11 | 0 | 5% | 13%
57 | CCSc1nc(=O)n(-c2ccccc2)c(C)c1C(C)=S | 18% | -17% | -60 | -2 | 5% | 6%
58 | CCCCn1c(=O)c(C(=O)Nc2ccccn2)c(O)c2ccccc21 | 8% | ? | -4 | -1 | -10% | -13%
59 | O=C(NNc1c(Cl)cc(Cl)cc1Cl)C1CCC1 | -1% | -29% | 5 | -4 | 1% | 1%
60 | COc1ccc(C(=O)C2CCCN(C(=O)c3n[nH]c4c3CCCC4)C2)cc1OC (stereo unspecified) | 12% | -1% | 30 | 16* | 2% | -12%

# Going on with the list.
no. | smiles | Pf growth 48h | Pf growth 96h | Shiga inhibitor | Cycloheximide cs | FBPA Giardia inh | HCV inhibitor
61 | CCCc1cc(=O)[nH]c(SCC(=O)Nc2ccc(C)c(S(=O)(=O)N3CCCCC3)c2)n1 | 1% | 7% | nt | nt | nt | 4%
62 | O=C(Cn1cccc1C(=O)c1ccccc1)NCCCc1ccccc1 | 10% | ? | -5 | -5 | 3% | -11%
63 | CCNC(=O)NC(=O)CSc1ccc(S(=O)(=O)N(C)C2CCCCC2)cn1 | 12µM* | 9.3µM* | nt | nt | nt | -1%
64 | Cc1nc(NC(=O)C2CC2)sc1C(=O)Nc1cccc(Cl)c1 | ? | ? | -3 | 1 | -6% | -14%
65 | CCOC(=O)C1CCCN(c2cc(=O)n(C3CCCCC3)c(=O)[nH]2)C1 (stereo unspecified) | -2% | -17% | -14 | -6 | -3% | 26%
66 | Fc1ccccc1-c1csc(=Nc2cccnc2)n1CC1CCCO1 (stereo unspecified) | 8.3µM* | 12µM* | 7 | 5 | -16% | ?
67 | CCc1ccc(NC(=O)N(Cc2ccco2)C(C)c2cccs2)cc1 (stereo unspecified) | ? | 0% | 52* | 21* | -1% | 8%
68 | COc1ccc(CC(=O)NCc2n[nH]c(=S)n2-c2ccccc2)cc1 | -2% | 0% | -15 | -1 | -19% | 8%
69 | Cc1nnsc1-c1nnc(SCC(=O)c2ccc(F)cc2)n1C1CC1 | -2% | 42%[activator] | -6 | -1 | 2% | 3%

# Two of the compounds above, screen by screen.
66: Fc1ccccc1-c1csc(=Nc2cccnc2)n1CC1CCCO1 (stereo unspecified)
67: CCc1ccc(NC(=O)N(Cc2ccco2)C(C)c2cccs2)cc1 (stereo unspecified)
Screen / compound no.,66,67
Pf growth 48h,8.3µM*,?
Pf growth 96h,12µM*,0%
Shiga inhibitor,7,52*
Cycloheximide cs,5,21*
FBPA Giardia inh,-16%,-1%
HCV inhibitor,?,8%

# Among those listed so far, these have a Cl atom.
no. | smiles | Pf growth 48h | Pf growth 96h | Shiga inhibitor | Cycloheximide cs | FBPA Giardia inh | HCV inhibitor
22 | O/N=C\c1ccc2noc(-c3ccc(Cl)cc3)c2c1 | 24% | 114%[activator] | 2 | 17 | 6% | 6%
37 | Cc1cc(S(=O)(=O)N2CCCC(N(C)CCc3ccccn3)C2)c(C)cc1Cl (stereo unspecified) | ? | ? | -12 | -3 | nt | ?
41 | Cc1ccc(NC(=O)COC(=O)c2nn(C)cc2Cl)cc1 | 28% | 17% | 32 | 15 | nt | -3%
59 | O=C(NNc1c(Cl)cc(Cl)cc1Cl)C1CCC1 | -1% | -29% | 5 | -4 | 1% | 1%
64 | Cc1nc(NC(=O)C2CC2)sc1C(=O)Nc1cccc(Cl)c1 | ? | ? | -3 | 1 | -6% | -14%
